aSyn tox rescue: qHTS of alpha-syn Inhibitors: NCGC Sytravon Library Screen | S. cerevisiae alpha-synuclein toxicity rescue, BacTiter-Glo growth, 24 h | Potency, µM (series often up to 46.1 µM), for inactives: top-dose growth rescue (activation), most hits filed as activators | 94,000 compounds, 0.02% hits | AID 1347070, 2019; active = well fitted activation curve with a large enough effect; also: 0% is about no effect
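Growth restoration measured by BacTiter-Glo luminescence after 24 hr at 30 deg C; alpha-synuclein yeast, raffinose-pregrown to mid-log, were added at OD600=0.02 in galactose medium onto pinned compounds.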
* hit, by the source's call; & = joins results of further samples; [ ] = dose if it differs, or a comment. Potency is read from the fitted curve at half-maximal effect.

How did CN(CC(=O)Nc1ccc(F)cc1)C(=O)C1CCN(S(=O)(=O)c2ccc3c(c2)OCCO3)CC1 do in these assays?
aSyn tox rescue: 7%

What do the screens show for `COc1cccc2cc(C(=O)N3CCN(c4ccc(C)cc4C)CC3)c(=O)oc12`?
aSyn tox rescue: 3%

What do the screens show for `O=C(NCCc1ccccc1)c1ccc2c(c1)nc1n2CCOC1`?
aSyn tox rescue: -9%

What do the screens show for `COc1ccc(NS(=O)(=O)c2cccc(C(=O)NNC(=O)c3cc(S(N)(=O)=O)ccc3OC)c2)cc1`?
aSyn tox rescue: -10%

Results for CC1CCN(C(=O)CCS(=O)(=O)c2cc3c(cc2Cl)NC(=O)CO3)CC1 ?
aSyn tox rescue: 3%&-7%

Results for CN(/N=C/c1cc(Cl)cc(Cl)c1O)c1c(Cl)cccc1[N+](=O)[O-] ?
aSyn tox rescue: -13%

Results for COc1ccc(-c2cc(C)no2)cc1S(=O)(=O)NC1CCC(C)CC1 (stereo unspecified) ?
aSyn tox rescue: 1%

Results for O=C(Nc1ccc(Br)cc1)N1CCC(CN2CCCC2)CC1 ?
aSyn tox rescue: -10%

How did Cc1ccc(CNC(=O)Cn2ncc3c(C)n(Cc4ccc(Cl)cc4)c(C)c3c2=O)cc1 do in these assays?
aSyn tox rescue: 8%

Results for COc1ccc(NS(=O)(=O)c2cc3[nH]c(=O)c(=O)[nH]c3cc2C)cc1Cl ?
aSyn tox rescue: 2%

What do the screens show for `O=C(Cn1c(=O)n(-c2ccccc2)c(=O)c2ccc(C(=O)NCc3ccc4c(c3)OCO4)cc21)Nc1ccc(F)c(Cl)c1`?
aSyn tox rescue: 5%

How did O=C(Nc1ccc(N2CCN(C(=O)c3cccs3)CC2)cc1)c1ccccc1Cl do in these assays?
aSyn tox rescue: -8%

What do the screens show for `Cc1ccc(NC(=O)c2cc(S(=O)(=O)N3CCC4(CC3)OCCO4)ccc2F)cc1Cl`?
aSyn tox rescue: 6%

Results for CCOc1ccccc1C(=O)Nc1ccc2nc3c(c(Nc4ccc(OC)c(OC)c4)c2c1)CCCC3 ?
aSyn tox rescue: 9%

Results for c1ccc2c(C3OCC4(CCCCC4)CO3)cccc2c1 ?
aSyn tox rescue: -5%

How did CCc1n[nH]c(=S)n1/N=C/c1c[nH]c2ccc(Br)cc12 do in these assays?
aSyn tox rescue: -6%

How did Cc1ccc(S(=O)(=O)C2(C(=O)NC3CCCCC3C)CC2)cc1 (stereo unspecified) do in these assays?
aSyn tox rescue: 12%

Results for CCOC(=O)c1ccc(NC(=O)COc2cc(=O)n(CC)c3ccccc23)cc1 ?
aSyn tox rescue: 3%

Results for Cc1ccc(C)c(NC(=O)c2cnn(-c3cccc(F)c3)c2C2CCN(C(=O)OC(C)(C)C)CC2)c1 ?
aSyn tox rescue: -3%

Results for CSc1sc(-c2ccnc(SCC(=O)C(C)(C)C)n2)c2c1C(=O)CC(C)(C)C2 ?
aSyn tox rescue: 9%

How did CC(C)(C)C1CCc2c(sc(NC(=O)Cn3nnc(-c4cccc(C(F)(F)F)c4)n3)c2C#N)C1 (stereo unspecified) do in these assays?
aSyn tox rescue: 6%

Results for COc1ccccc1N1CCN(C(=O)C2CCN(S(=O)(=O)c3cn(C)cn3)CC2)CC1 ?
aSyn tox rescue: 5%

What do the screens show for `Cc1cccc(C2C3=C(CCCC3=O)N=C3c4ccccc4C(=O)C32)c1` (stereo unspecified)?
aSyn tox rescue: 3%

What do the screens show for `CCOc1ccccc1CNC(=O)c1cc(-c2ccc(Cl)s2)nc2ccccc12`?
aSyn tox rescue: 7%

Results for COc1ccccc1COC(=O)CN1C(=O)NC2(CCCCC2C)C1=O (stereo unspecified) ?
aSyn tox rescue: -2%

How did COc1ccc(C)cc1NC(=O)Cn1c(=O)nc(-c2ccccc2F)c2cc(Cl)ccc21 do in these assays?
aSyn tox rescue: -8%

Results for Cc1cccc(CSc2ncc(Cl)c(C(=O)Nc3sc4c(c3C(N)=O)CCCC4)n2)c1 ?
aSyn tox rescue: -7%

How did COc1ccc(CCNC(=O)CCS(=O)(=O)c2cc3c(cc2Cl)NC(=O)CO3)cc1OC do in these assays?
aSyn tox rescue: 1%

How did CCN1CCN(C(=O)c2cc3c(=O)oc4ccc(C)cc4c3s2)CC1 do in these assays?
aSyn tox rescue: -1%

How did O=C1CCc2cc(S(=O)(=O)NCc3ccc(Cl)cc3)cc3c2N1CC3 do in these assays?
aSyn tox rescue: -17%

Reprinted at random: three compounds from above, in no set order.
Results for CSc1sc(-c2ccnc(SCC(=O)C(C)(C)C)n2)c2c1C(=O)CC(C)(C)C2 ?
aSyn tox rescue: 9%

Results for COc1ccccc1N1CCN(C(=O)C2CCN(S(=O)(=O)c3cn(C)cn3)CC2)CC1 ?
aSyn tox rescue: 5%

How did O=C1CCc2cc(S(=O)(=O)NCc3ccc(Cl)cc3)cc3c2N1CC3 do in these assays?
aSyn tox rescue: -17%

(further entries)
Results for Cc1ccc(C(C(=O)NCC2CCCO2)N(C(=O)c2snc(C(N)=O)c2N)c2ccccc2)o1 (stereo unspecified) ?
aSyn tox rescue: 5%

How did O=C(CCS(=O)(=O)c1ccccc1)Nc1ccc(S(=O)(=O)Nc2ncccn2)cc1 do in these assays?
aSyn tox rescue: 1%

Results for Cc1cc(C)c2sc(N(CCCN(C)C)C(=O)COc3ccc(Cl)cc3)nc2c1 ?
aSyn tox rescue: -4%

Results for CCc1ccccc1Nc1nn2c(=O)c3ccc(C(=O)NC4CCCCC4)cc3nc2s1 ?
aSyn tox rescue: 0%

How did COC(=O)Cc1ccc(NC(=O)c2ccc(NC(=O)c3ccco3)cc2)cc1 do in these assays?
aSyn tox rescue: 0%

Results for COc1ccc(CNC(=O)Cn2c(=O)c3cccn3c3cccnc32)cc1 ?
aSyn tox rescue: -4%

How did CC(=O)N1CCc2c(sc3nc(SCC(N)=O)n(-c4ccc(F)c(Cl)c4)c(=O)c23)C1 do in these assays?
aSyn tox rescue: -1%

What do the screens show for `CCc1c(C)nc(SCC(=O)Nc2nc(-c3ccc(OC)cc3)cs2)[nH]c1=O`?
aSyn tox rescue: 5%

Results for CCOC(=O)c1cccc(NC(=O)[C@H](CSCc2ccccc2)N2Cc3ccccc3C2=O)c1 ?
aSyn tox rescue: 1%

What do the screens show for `COc1cccc(CCNC(=O)c2cc(COc3cccc(OC)c3)on2)c1`?
aSyn tox rescue: -16%

How did Cc1ccc(C)c(N2CCN(c3nc4ccccc4n4nnnc34)CC2)c1 do in these assays?
aSyn tox rescue: 5%

Results for C=CCN(c1ccccc1OC)S(=O)(=O)c1ccc(Cl)c(C(=O)NCc2ccco2)c1 ?
aSyn tox rescue: 9%

Results for COc1ccc2nc(N(CCN(C)C)C(=O)c3ccc4ncsc4c3)sc2c1 ?
aSyn tox rescue: 0%

How did Cc1ccc2c(=O)cc(C(=O)Nc3ccc(S(=O)(=O)N(C)c4ccccc4)cc3)oc2c1C do in these assays?
aSyn tox rescue: -6%

How did CCCN(Cc1cccs1)C(=O)Nc1cc(Cl)ccc1C do in these assays?
aSyn tox rescue: -2%

The final two records of the part above open the next one.
How did Cc1ccc2c(=O)cc(C(=O)Nc3ccc(S(=O)(=O)N(C)c4ccccc4)cc3)oc2c1C do in these assays?
aSyn tox rescue: -6%

How did CCCN(Cc1cccs1)C(=O)Nc1cc(Cl)ccc1C do in these assays?
aSyn tox rescue: -2%

What do the screens show for `COc1ccc(OC)c(Nc2ncnc3c2cnn3-c2cccc(Cl)c2)c1`?
aSyn tox rescue: -9%

Results for C=CCNC(=S)Nc1ccc(Cl)cc1 ?
aSyn tox rescue: 3%

What do the screens show for `COc1cccc(CNCCNC(=O)c2nonc2N)c1`?
aSyn tox rescue: -10%

How did CC(=O)c1ccc(NC(=O)c2ccc(N3CCCC3=O)cc2)cc1 do in these assays?
aSyn tox rescue: 0%

What do the screens show for `O=C(OCc1ccccc1)c1cnc(Cl)c(Cl)c1`?
aSyn tox rescue: -8%

Results for O=C(CN1C(=O)S/C(=C\c2ccc(O)cc2)C1=O)c1ccccc1 ?
aSyn tox rescue: 11%

Results for Cc1ccc(-c2noc(Cn3nc(C(=O)O)c4ccccc4c3=O)n2)cc1 ?
aSyn tox rescue: -2%

How did Cc1ccc(NC(=O)C2Cc3ccccc3N2C(=O)c2ccccc2)cc1Cl (stereo unspecified) do in these assays?
aSyn tox rescue: 7%

What do the screens show for `O=C(NCc1nc2ccccc2[nH]1)c1cccs1`?
aSyn tox rescue: -1%

How did Cn1cc(S(=O)(=O)N2CCC(C(N)=O)CC2)c(=O)n(C)c1=O do in these assays?
aSyn tox rescue: 2%

What do the screens show for `CCOc1cccc2sc(N3CCN(C(=O)C4CC4)CC3)nc12`?
aSyn tox rescue: -5%

How did O=C(O)Cc1sc(Nc2ccccc2)nc1-c1ccccc1 do in these assays?
aSyn tox rescue: -7%

What do the screens show for `CC1CCN(S(=O)(=O)c2ccc3c(c2)N(CC(=O)O)C(=O)CO3)CC1`?
aSyn tox rescue: -10%

How did COc1ccc(Cl)cc1NC(=O)CN1C(=O)CC(C)S(=O)(=O)c2ccccc21 (stereo unspecified) do in these assays?
aSyn tox rescue: 4%

Results for Cc1ccc(-n2c(-c3ccco3)nc3c(cnn3-c3ccccc3Cl)c2=O)cc1 ?
aSyn tox rescue: -7%

How did CCN(c1ccccc1)S(=O)(=O)c1ccc(F)c(C(=O)Nc2ccc(C)cc2)c1 do in these assays?
aSyn tox rescue: 8%

How did COc1c(OC)c(O)c2c(=O)c(O)c(-c3ccccc3)oc2c1OC do in these assays?
aSyn tox rescue: -3%

How did CC1(C)N=C(N)N=C(N)N1c1ccc(OCC(=O)N2CCOCC2)cc1 do in these assays?
aSyn tox rescue: -5%

Results for Cc1ccc(-n2nnc(-c3nsc(NC(=O)c4ccccc4)n3)c2C)cc1 ?
aSyn tox rescue: -6%

How did Cc1c(C(=O)N(C)C)sc2c1c(=O)n(-c1ccc(Cl)cc1)c(=O)n2CC(=O)C(C)(C)C do in these assays?
aSyn tox rescue: -3%

What do the screens show for `COC(=O)c1cccnc1-n1c(=O)c2cccnc2n(CC(=O)Nc2c(C)cc(C)cc2C)c1=O`?
aSyn tox rescue: -9%

What do the screens show for `Cn1cc(C=CC(=O)O)c2nccnc21`?
aSyn tox rescue: -2%

What do the screens show for `O=C(O)c1ccc(/C=N/Nc2ccc(C(F)(F)F)cn2)cc1`?
aSyn tox rescue: -55%[inhibitor]

What do the screens show for `CCOC(=O)c1cc(-c2ccc(C)cc2)n(CCC(=O)NCc2ccccc2)c1C`?
aSyn tox rescue: 4%

Results for COc1ccc(S(=O)(=O)N2CCCC(C(=O)NCCC(C)C)C2)cc1 (stereo unspecified) ?
aSyn tox rescue: -5%

What do the screens show for `Cc1nc2ccccc2c(=O)n1-c1ccc(F)c(NC(=O)c2cccs2)c1`?
aSyn tox rescue: 0%

How did CC(C)CC1Nc2ccc(C(=O)NCCCOC(C)C)cc2NC1=O (stereo unspecified) do in these assays?
aSyn tox rescue: 3%

Results for CCc1cccc(CC)c1N1C(=O)C2=C(SCCCS2)C1=O ?
aSyn tox rescue: -9%

Results for COc1cc(OC)c(NC(=O)N2CCOc3ccc(C)cc32)cc1Cl ?
aSyn tox rescue: -11%

How did O=C(NCc1ccco1)/C(=C\c1ccco1)NC(=O)c1ccccc1Cl do in these assays?
aSyn tox rescue: -5%

An excerpt from above in order of SMILES length, high to low:
How did Cc1c(C(=O)N(C)C)sc2c1c(=O)n(-c1ccc(Cl)cc1)c(=O)n2CC(=O)C(C)(C)C do in these assays?
aSyn tox rescue: -3%

What do the screens show for `COC(=O)c1cccnc1-n1c(=O)c2cccnc2n(CC(=O)Nc2c(C)cc(C)cc2C)c1=O`?
aSyn tox rescue: -9%

Results for COc1ccc(S(=O)(=O)N2CCCC(C(=O)NCCC(C)C)C2)cc1 (stereo unspecified) ?
aSyn tox rescue: -5%

Results for COc1cc(OC)c(NC(=O)N2CCOc3ccc(C)cc32)cc1Cl ?
aSyn tox rescue: -11%

What do the screens show for `Cn1cc(C=CC(=O)O)c2nccnc21`?
aSyn tox rescue: -2%

(more compounds)
Results for CCOc1ccc(NC(=O)Cn2nc(CC)n3c(cc4sccc43)c2=O)cc1 ?
aSyn tox rescue: 2%

What do the screens show for `Cc1ccc(Cl)cc1S(=O)(=O)N1CCC(C(=O)NC2CCN(Cc3ccccc3)CC2)CC1`?
aSyn tox rescue: 10%

What do the screens show for `COc1ccc(C(=O)NC(=S)NNC(=O)c2ccc(C)cc2)cc1`?
aSyn tox rescue: 7%

How did CN(C)CCCNc1nc(N)c([N+](=O)[O-])c(NCCO)n1 do in these assays?
aSyn tox rescue: -10%

Results for CC(=O)N1CCc2c(sc3c2c(=O)n(CCc2ccccc2)c(=O)n3CC(=O)Nc2ccc(C)c(F)c2)C1 ?
aSyn tox rescue: -11%

How did O=C(Nc1ccc(OC(F)(F)F)cc1)C(NS(=O)(=O)c1cccc2nsnc12)c1ccccc1 (stereo unspecified) do in these assays?
aSyn tox rescue: 1%

Results for CN(CC(=O)Nc1ccccc1C(F)(F)F)C(=O)Cc1ccccc1F ?
aSyn tox rescue: -3%

How did CCOc1ccc(N(CC(=O)NCc2ccc(F)cc2)C(=O)c2snc(C(N)=O)c2N)cc1 do in these assays?
aSyn tox rescue: 10%

Results for COc1ccc2nc3oc(C(=O)NCc4ccccc4OC)cc3cc2c1 ?
aSyn tox rescue: 5%

What do the screens show for `CC1CCCN(c2ncnc3c2cnn3-c2ccc(F)cc2)C1` (stereo unspecified)?
aSyn tox rescue: 5%

Compound activity (PubChem)

This is a subset; count on the stated rates, not on these rows.
